p97 ATPase inh: inhibitors of human p97 ATPase, primary screen, biochemical; inhibition, % at 8 µM; 0.42% of 220,000 active; recombinant p97 ATPase, Kinase-Glo ATP luminescence, 3 h; in the data active = inhibition above about 15%;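 also: 0% = DMSO vehicle and 100% = wells lacking enzyme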
eIF4E 4G PPI: eIF4E–eIF4G protein interaction inhibitors, primary screen, biochemical, uHTS, TR-FRET, eIF4GI fragment. TR-FRET eIF4E-eIF4GI(517-606) binding, 2 h. 0.37% of 220,000 active. Eukaryotic translation initiation factor 4E (Mus musculus) + Eukaryotic translation …. AID 782, 2007. inhibition, % at 21.7 µM;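 active = inhibition above about 30%, limit read from the data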;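 also: 0% = full FRET control wells and 100% = background wells lacking eIF4GI fragment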
NPY1 pot ag: NPY-Y1 receptor potentiators or agonists, primary screen, cell-based. NPY-Y1 expressing cells, potentiator/agonist activation. activation, % at 3.6 µM. 0.37% of 220,000 active. AID 1304, 2008; in the data active = activation above about 33%, passing the limit was not always enough;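 also: cells stimulated with NPY at EC10 then isoproterenol at EC100; 0% = low agonist plus stimulus and 100% = saturating agonist plus stimulus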
Target sequence (P25929 whole entry, looked up): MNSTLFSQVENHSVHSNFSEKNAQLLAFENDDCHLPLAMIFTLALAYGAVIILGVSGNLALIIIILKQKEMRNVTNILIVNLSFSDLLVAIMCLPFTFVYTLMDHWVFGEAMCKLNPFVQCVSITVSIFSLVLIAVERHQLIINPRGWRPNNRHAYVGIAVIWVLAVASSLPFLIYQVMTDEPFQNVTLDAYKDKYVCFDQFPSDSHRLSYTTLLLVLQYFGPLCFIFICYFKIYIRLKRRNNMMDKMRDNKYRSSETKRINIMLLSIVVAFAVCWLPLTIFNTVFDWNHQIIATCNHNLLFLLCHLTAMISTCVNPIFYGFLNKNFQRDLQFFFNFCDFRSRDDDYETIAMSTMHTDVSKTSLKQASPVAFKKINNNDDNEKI
EP2 modulator: EP2 receptor modulators, cAMP readout, primary screen, cell-based, HTRF cAMP, PGE2 stimulation; Prostaglandin E2 receptor EP2 subtype (Homo sapiens), P43116; 0.83% of 260,000 active; AID 940, 2007; EP2-expressing cells, cAMP HTRF FRET, PGE2 co-stimulation; induction, % at 25 µM;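 active = compounds whose cAMP rise, as percent of the full-agonist control response, exceeds 60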;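 also: rat C6 glioma line stably carrying human EP2 under a CMV promoter; the protocol text gives 20 µM as final concentration; 100% = response of wells given 1 µM PGE2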
Target sequence (P43116 whole entry, looked up): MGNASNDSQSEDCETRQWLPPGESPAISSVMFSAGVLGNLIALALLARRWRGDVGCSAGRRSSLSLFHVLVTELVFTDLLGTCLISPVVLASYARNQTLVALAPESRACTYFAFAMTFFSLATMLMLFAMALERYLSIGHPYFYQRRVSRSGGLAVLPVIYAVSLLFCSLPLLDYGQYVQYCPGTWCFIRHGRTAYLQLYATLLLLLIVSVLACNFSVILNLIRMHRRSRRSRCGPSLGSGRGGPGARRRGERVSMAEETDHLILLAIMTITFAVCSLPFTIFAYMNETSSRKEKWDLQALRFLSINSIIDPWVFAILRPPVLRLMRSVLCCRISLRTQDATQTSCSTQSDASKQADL
PGE2 EP2 inh: human EP2 receptor antagonists, primary screen, TR-FRET cAMP, C6 glioma cells; Prostaglandin E2 receptor EP2 subtype (Homo sapiens), P43116; C6 glioma cells expressing human EP2; cells stimulated with saturating PGE2; inhibition, % at 25 µM; 0.52% of 260,000 active; AID 1422, 2008;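 active = percent inhibition above 40 after rounding to a whole number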;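 also: rat C6 glioma host cells with rolipram phosphodiesterase inhibitor present; the protocol text gives 20 µM as final concentration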
NPY-Y2 PAM-ag: NPY-Y2 potentiators or agonists, primary screen, cell-based; Neuropeptide Y receptor type 2 (Homo sapiens), P49146; cells expressing NPY-Y2, potentiator/agonist read-out; activation, % at 3.6 µM; 0.45% of 220,000 active; AID 1359, 2008; in the data active = activation above about 27%;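 also: cells stimulated with NPY near EC25 plus isoproterenol at EC100; 0% = vehicle plus submaximal agonist and 100% = vehicle plus saturating agonist; some results beyond the cut were filed as inactive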
Target sequence (P49146 whole entry, looked up): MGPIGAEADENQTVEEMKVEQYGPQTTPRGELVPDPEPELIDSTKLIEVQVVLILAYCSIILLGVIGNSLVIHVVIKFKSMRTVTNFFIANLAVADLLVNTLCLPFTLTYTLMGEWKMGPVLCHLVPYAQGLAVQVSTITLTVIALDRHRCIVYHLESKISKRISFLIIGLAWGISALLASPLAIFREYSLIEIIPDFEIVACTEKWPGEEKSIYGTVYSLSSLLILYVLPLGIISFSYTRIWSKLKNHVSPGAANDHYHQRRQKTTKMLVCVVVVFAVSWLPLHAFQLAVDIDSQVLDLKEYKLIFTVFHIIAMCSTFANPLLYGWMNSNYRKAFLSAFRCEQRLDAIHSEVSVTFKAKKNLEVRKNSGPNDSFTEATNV
S1P4 antag: S1P4 receptor antagonists, primary screen, cell-based | Sphingosine 1-phosphate receptor 4 (Homo sapiens), O95977 | S1P4-expressing cells, antagonist mode, reporter read-out | inhibition, % at 4.98 µM | 0.26% of 220,000 active | AID 1510, 2009; in the data active = inhibition above about 29%;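 also: 0% = wells stimulated with agonist and 100% = vehicle wells without agonist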
NPY Y1 blocker: NPY-Y1 receptor antagonists, primary screen, cell-based. HEK293-CNG Y1 cells, membrane potential fluorescence; NPY at EC95, then isoproterenol. inhibition, % at 3.6 µM. 1% of 200,000 active;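 active = inhibition above the campaign mean inhibition of all tested compounds plus 3 SD, cut at about 20% in these data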;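 also: 0% = DMSO wells given NPY plus isoproterenol and 100% = isoproterenol alone without NPY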
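material = HEK293 cells with Y1 receptor plus CNG channel | also added = NPY 25 nM then isoproterenol 1 µM plus Ro 20-1724 25 µM | schedule = dye 3 h, compound 60 min room temperature, stimulation 45 min | measured by = membrane potential fluorescence | benchmarks = high control isoproterenol alone, low control NPY with isoproterenol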
S1P4 ag: S1P4 receptor agonists, primary screen, cell-based. Sphingosine 1-phosphate receptor 4 (Homo sapiens), O95977. S1P4-expressing cell line, agonist reporter assay. activation, % at 4.98 µM. 0.35% of 220,000 active. AID 1509, 2009; in the data active = activation above about 11%;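 also: 0% = DMSO vehicle and 100% = reference agonist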
Starred values were filed as active, the others as inactive; x = no result given; & = joins results of further samples; [ ] = another dose, or the depositor's remark. Not all compounds are listed; the hit share may differ from the screen's.

cpd	molecule	p97 ATPase inh	eIF4E 4G PPI	NPY1 pot ag	EP2 modulator	PGE2 EP2 inh
1	CN1CCN(C(=O)/C=C\C(=O)O)CC1	-2	4	-11	2	11
2	Cc1csc(=O)n1CCC(=O)O	5	5	2	18	5
3	O=C(CSCc1cnn(-c2ccccc2)c1-n1cccc1)NCC1CCCO1 (stereo not given)	-1	1[fluorescence artefact?]	-1	-1	15
4	Cc1cc(N2CCCCC2)nc(N2CCOCC2)n1	-4	2	-22	-3	13
5	COc1ccc(NS(=O)(=O)c2cc(C(=O)N3CCN(C(C)=O)CC3)ccc2Cl)cc1	4	-2	3	8	7
6	CC(C)C(c1nnnn1C1CCCC1)N1CCN(C(=O)c2ccco2)CC1 (stereo not given)	1	-1	8	-8	8
7	CCCn1c(=S)[nH]c2cc(C(=O)N3CCc4ccccc4C3)ccc2c1=O	-4	-2	-14	-15	5
8	CCn1c(SCC(=O)N/N=C/c2ccc(OC)c(OC)c2)nc2ccccc21	-1	-4	-17	15	9
9	COc1cc(CN2CC(=O)N(c3ccc(C)cc3)C2=S)cc(OC)c1OC	4	-6	8	11	7
10	Clc1ccc(SCc2cc(Cl)nc(-c3ccccc3)n2)cc1	2	x	6	x	19

cpd	NPY-Y2 PAM-ag	S1P4 antag	NPY Y1 blocker	S1P4 ag
1	2	-6	-2	2.2
2	10	-2	-6	1.3
3	13	16	3	2.6
4	3	-20	-6	-2.5
5	-4	4	0	-0.1
6	9	-10	4	-2.0
7	-1	-3	4	-0.1
8	-26	-2	11	1.2
9	14	-7	-2	0.0
10	-8	-11	0	0.4

New compounds follow:
cpd	molecule	p97 ATPase inh	eIF4E 4G PPI	NPY1 pot ag	EP2 modulator	PGE2 EP2 inh
11	CCOC(=O)c1sc(NC(=O)/C=C/c2c(F)cccc2Cl)nc1C	5	6	16	2	6
12	O=C(N/N=C/c1cc(Br)cs1)c1ccc2c(c1)OCCO2	6	4	4	-44	5
13	Cc1noc(C)c1S(=O)(=O)N1CCCC(C(=O)Nc2nccs2)C1 (stereo not given)	-1	2	-5	-12	7
14	CCn1cc(C(=O)O)c(=O)c2cc(Br)ccc21	4	-4[fluorescence artefact?]	13	-4	2
15	CCOc1ccc(/C(O)=C2/C(=O)C(=O)N(c3cc(C)on3)C2c2ccc(C(=O)OC)cc2)cc1 (stereo not given)	4	-1	9	34	13
16	CC(=O)Oc1ccc(C(=O)[C@H]2[C@H]3C(=O)N(c4ccc5ccccc5c4)C(=O)[C@H]3[C@@H]3C=CC=NN32)cc1	5	3	-12	-4	11
17	COc1ccc(/C=N/NC(=O)c2ccccc2O)cc1COc1ccccn1	2	-3	-2	-1	10
18	CCCn1c2ccccc2c2nnc(SC(CC)C(=O)Nc3sc4c(c3C#N)CCCC4)nc21 (stereo not given)	-4	0	-13	39	9
19	CC(Sc1nc(-c2ccccc2)cc(=O)[nH]1)C(=O)O (stereo not given)	-5	-4	-10	3	6
20	N#Cc1c(-c2cccc(F)c2)cc(-c2ccccc2)nc1Br	2	-68[fluorescence artefact?]	10	43	14

cpd	NPY-Y2 PAM-ag	S1P4 antag	NPY Y1 blocker	S1P4 ag
11	23	16	-2	1.6
12	4	-4	x	0.7
13	-8	-24	2	0.3
14	2	-7	1	-1.6
15	-14	8	11	-0.2
16	-12	-15	2	-1.1
17	3	-18	x	-0.1
18	-8	-3	13	-2.7
19	12	4	-5	-0.8
20	-2	-10	-2	2.3

Other results:
cpd	molecule	p97 ATPase inh	eIF4E 4G PPI	NPY1 pot ag	EP2 modulator	PGE2 EP2 inh
21	COc1cc(CNCCN2CCOCC2)ccc1OCc1ccc(Cl)cc1	1	2[fluorescence artefact?]	6	-23	23
22	Cc1ccc(-n2nnnc2SCC(=O)N2CCc3ccccc3C2)c(C)c1	-1	-6	-1	-9	12
23	O/N=C/CCn1c(=S)sc2ccccc21	4	7	-21	20	8
24	CCn1cnc2c(cnn2-c2ccccc2)c1=O	5	-7	9	-4&18	8&17
25	O=C(O)CC1(CC(=O)Nc2cc(C(F)(F)F)cc(C(F)(F)F)c2)CCCCC1	-1	-4	-10	-3	4
26	COc1ccccc1CNC(=O)c1cccs1	-4	-3[fluorescence artefact?]	-17	-11	3
27	CC(=O)Nc1ccc(Sc2ccccc2C(=O)Nc2ccc(F)cc2)cn1	2	2	-4	-9	16
28	Cc1nc2scc(-c3cccs3)c2c(=O)n1CC(=O)O	6	7	2	-18	19
29	CC(C)(C)NC(=O)c1ccc2c(c1)N(CC(=O)N1CCN(c3ccc(F)cc3)CC1)C(=O)C(C)(C)O2	-1	2	19	-9	10
30	CCOC(=O)C1C(=O)CC(C)(O)C(C(=O)OCC)C1c1cccc(OC(F)(F)C(F)F)c1 (stereo not given)	1	0	-10	-1	11

cpd	NPY-Y2 PAM-ag	S1P4 antag	NPY Y1 blocker	S1P4 ag
21	-8	10	4	-1.1
22	-12	-7	8	1.9
23	22	-15	-1	1.3
24	16	-15	4	0.7
25	-17	5	x	-1.1
26	-8	-13	-1	0.8
27	10	1	-2	-0.9
28	6	1	-1	-1.1
29	2	0	3	6.8
30	-2	-23	0	-1.4

(further entries)
cpd	molecule	p97 ATPase inh	eIF4E 4G PPI	NPY1 pot ag	EP2 modulator	PGE2 EP2 inh
31	Cc1ccc(NC(=O)c2nc[nH]c2C(=O)Nc2ccc(C)cc2)cc1	5	-4	9	15	14
32	CCN(CC)CCOC(=O)c1c(C)n(C)c2ccc(OC)cc12	-3	-1	-22	-6	19
33	Cc1ccccc1Cn1c(=O)c2c(nc3n2CCCN3Cc2ccccc2)n(C)c1=O	1	x	1	x	9
34	CSc1nc(Oc2ccc3ccccc3c2)c2sccc2n1	-3	-13	-20	27	6
35	COc1ccc(C(=O)N/N=C/c2ccc(OC(=O)c3cccc4ccccc34)c([N+](=O)[O-])c2)cc1	3	6	-7	0	4
36	CCOc1ccc(NC(=O)Nc2nnc(CC(=O)NCc3ccccc3)s2)cc1	2	-3	13	-29	4
37	CCOC(=O)c1sc(=S)n(C)c1NC(=O)c1ccccc1C	-1	-6	-30	16	8
38	CC(C)CNC(=S)N1CCC(NC(=O)C23CC4CC(CC(C4)C2)C3)CC1	-1	1	-2	12	4
39	COC(=O)C1CCC(C)(C(=O)Nc2ccccc2)C1(C)C (stereo not given)	3	3	9	-21	12
40	COc1ccc(-n2c(=O)c3ccccc3n(CC(=O)NC3CCCCC3)c2=O)cc1OC	4	1	7	19	6

cpd	NPY-Y2 PAM-ag	S1P4 antag	NPY Y1 blocker	S1P4 ag
31	-1	-34	0	-0.2
32	-23	-16	3	0.6
33	4	-13	-1	2.4
34	-10	-3	-4	-1.1
35	2	-3	-1	-1.5
36	6	4	4	0.5
37	0	-10	10	3.4
38	-9	-24	5	0.4
39	20	-2	-4	1.3
40	9	14	2	-0.1

3 entries from above, arranged by formula weight, lowest first.
cpd	molecule	p97 ATPase inh	eIF4E 4G PPI	NPY1 pot ag	EP2 modulator	PGE2 EP2 inh
31	Cc1ccc(NC(=O)c2nc[nH]c2C(=O)Nc2ccc(C)cc2)cc1	5	-4	9	15	14
38	CC(C)CNC(=S)N1CCC(NC(=O)C23CC4CC(CC(C4)C2)C3)CC1	-1	1	-2	12	4
35	COc1ccc(C(=O)N/N=C/c2ccc(OC(=O)c3cccc4ccccc34)c([N+](=O)[O-])c2)cc1	3	6	-7	0	4

cpd	NPY-Y2 PAM-ag	S1P4 antag	NPY Y1 blocker	S1P4 ag
31	-1	-34	0	-0.2
38	-9	-24	5	0.4
35	2	-3	-1	-1.5

(further entries)
cpd	molecule	p97 ATPase inh	eIF4E 4G PPI	NPY1 pot ag	EP2 modulator	PGE2 EP2 inh
41	COc1cc(C(=O)Nc2nnc(C(C)(C)C)s2)c([N+](=O)[O-])cc1OC	2	5	-22	23	12
42	O=S(=O)(N/N=C\C=C\c1ccccc1)c1ccccc1	-2	x	-9	x	10
43	O=C(Nc1ccc(-c2nc3ccccc3s2)c(O)c1)C1=COCCO1	4	4[fluorescence artefact?]	7	-45	9
44	O=C(CNS(=O)(=O)c1ccc2ccccc2c1)OCc1nnc(-c2ccccc2)o1	1	1	-13	-40	41*
45	COc1ccccc1N/C=C(\C#N)c1nc2ccccc2[nH]1	-5	-1	0	-15	5
46	O=C(CCNC(=O)c1ccccc1Cl)OCC(=O)c1ccccc1	-6	2	7	-3	6
47	C=COCCNC(=S)Nc1cccc(Cl)c1	-1	-4	14	-38	4
48	COC(=O)Cc1c(C)c2cc(Cl)c(OC(=O)c3ccco3)cc2oc1=O	1	-4	-15	24	10
49	CCOC(=O)C1=C(c2ccccc2)OC(N)=C(C#N)C1c1cccs1 (stereo not given)	0	6	18	22	6
50	CCOC(=O)c1sc(=S)n(-c2ccccc2)c1SC	-6	-9[fluorescence artefact?]	-6	-4	2

cpd	NPY-Y2 PAM-ag	S1P4 antag	NPY Y1 blocker	S1P4 ag
41	-3	-13	2	1.4
42	9	-26	7	-1.8
43	13	2	1	0.2
44	-2	0	5	1.8
45	3	-5	-1	0.3
46	4	-16	9	3.1
47	6	2	1	-0.5
48	-10	-36	1	9.3
49	6	0	-2	3.0
50	-24	9	-2	-6.3

Next records.
cpd	molecule	p97 ATPase inh	eIF4E 4G PPI	NPY1 pot ag	EP2 modulator	PGE2 EP2 inh
51	CCOC(=O)C1CCN(Cc2nc(-c3ccc(OC)c(OC)c3)no2)CC1	-4	2[fluorescence artefact?]	-12	-11	11
52	CC(C)CNc1nc(=S)nc(N(C)C)[nH]1	5	5[fluorescence artefact?]	-1	6	7
53	CCCNC(=O)COC(=O)c1cccnc1Nc1ccccc1F	-4	-3	-16	-15	12
54	COCC(=O)NC1CCN(C(=O)Nc2ccc(Br)cc2)CC1	3	3[fluorescence artefact?]	-1	0	8
55	CCOC(=O)c1cc(C)n(-c2ccccc2)c1C	2	2	-13	50	14
56	CCn1c(SCC(=O)N/N=C/c2cc(OC)c(O)c(OC)c2)nc2ccccc21	6	-1	-30	-57	8
57	CCCC(c1nnnn1Cc1ccco1)N1CCN(c2ccccc2)CC1 (stereo not given)	-4	3	6	-2&5	12&5

cpd	NPY-Y2 PAM-ag	S1P4 antag	NPY Y1 blocker	S1P4 ag
51	-9	-13	4	1.0
52	5	0	-3	0.2
53	5	-10	8	-0.1
54	-2	-10	5	-0.5
55	0	16	x	0.3
56	4	0	6	-2.2
57	-13	-2	4	0.1

One compound at a time (already shown). Order of screens: p97 ATPase inh	eIF4E 4G PPI	NPY1 pot ag	EP2 modulator	PGE2 EP2 inh	NPY-Y2 PAM-ag	S1P4 antag	NPY Y1 blocker	S1P4 ag
`CCCC(c1nnnn1Cc1ccco1)N1CCN(c2ccccc2)CC1` (stereo not given) reads -4	3	6	-2&5	12&5	-13	-2	4	0.1
`CCCNC(=O)COC(=O)c1cccnc1Nc1ccccc1F` reads -4	-3	-16	-15	12	5	-10	8	-0.1
`COCC(=O)NC1CCN(C(=O)Nc2ccc(Br)cc2)CC1` reads 3	3[fluorescence artefact?]	-1	0	8	-2	-10	5	-0.5
`CCOC(=O)C1CCN(Cc2nc(-c3ccc(OC)c(OC)c3)no2)CC1` reads -4	2[fluorescence artefact?]	-12	-11	11	-9	-13	4	1.0
